# Source: PubChem BioAssay (National Center for Advancing Translational Sciences (NCATS))
# GAA glycogen: GAA glycogen-cleavage inhibition or activation; 0.38% of 300,000 active; Potency, µM (titrated, usually from 76.4 µM), for inactives: at the top dose activity change, negative = inhibition, actives largely listed as inhibitors; recombinant GAA, glycogen substrate, Amplex Red glucose oxidase fluorescence; AID 2100; active means well fitted inhibition curve with a large enough effect; inconclusive means small, poorly fitted or top-dose-only effect, or another doubt; inactive means no such curve, though single readings can be large or run the other way;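 further: 0% = full enzyme reaction and -100% = no-enzyme basal signal; the screen sought inhibitors and activators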
#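 Recombinant human enzyme (4 nM); glycogen substrate; 37 C, 40 min, pH 5.0. Readout: coupled glucose oxidase/Amplex Red fluorescence.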
# * = called active by the depositor; ? = inconclusive; & = joins results of further samples; [ ] = dose if it differs, or a comment. Potency means the concentration at half of the fitted maximal effect.
SMILES,GAA glycogen
Cc1cc(C)n(-c2nc3cc(Cl)ccc3nc2N2CCN(c3cccc(C)c3C)CC2)n1,13.7%[76.3 µM]
CN(CC(=O)Nc1cccc(F)c1)C(=O)CSc1ccccc1F,-4.8%[76.3 µM]
COCCn1c(N)c(Sc2ccccc2)c(=O)[nH]c1=O,5.0%[76.3 µM]
COc1ccc(CNC(=O)CCc2nc(-c3ccc(OC)cc3)no2)cc1,14.0%[76.3 µM]
Cc1ccc(-c2nc(=O)[nH]c3ccc(Br)cc23)cc1,-12.1%[76.3 µM]
CCc1cccc(NC(=O)CCc2c(C)nc3c(-c4ccccc4)c(C)nn3c2C)c1,-7.2%[76.3 µM]
CC(=O)c1cc(C)ccc1OC(=O)c1ccncc1,-5.7%[76.3 µM]
O=C(CCC(=O)Nc1ccc(F)cc1)N/N=C/c1cccnc1,0.7%
COCCn1cnc2c1c(=O)n(CC(=O)O)c(=O)n2Cc1ccccc1,2.8%
COc1ccc(NC(=O)CSc2ccc3nnc(-c4cccnc4)n3n2)cc1,0.0%[76.3 µM]
Cc1ccc(C(=O)CSc2nnc(-c3ccccc3)n2-c2ccccc2)cc1,-8.7%[76.3 µM]
COc1ccc(-c2cc(OC(=O)c3ccccc3)c3c(C)oc(C)c3c(=O)c2)cc1OC,-6.4%[76.3 µM]
CCOc1ccc(-c2c(=O)n(O)c3ccccc3[n+]2[O-])cc1,4.1%
COc1ccccc1-c1cc(C(=O)O)c2c(=O)n(C)c(=O)n(Cc3ccccc3)c2n1,-3.4%[76.3 µM]
O=C(CSc1nnc(-c2ccccc2Br)n1-c1ccccc1)c1ccc(F)cc1,-2.1%[76.3 µM]
Cc1c2cnn(CC(=O)NCCN3CCOCC3)c(=O)c2c(C)n1Cc1ccc(F)cc1,9.7%[76.3 µM]
CCn1c(=O)c(=O)[nH]c2cc(C(=O)N(C)Cc3ccc(OC)c(F)c3)ccc21,6.4%[76.3 µM]
CCCc1cc(N2CCN(c3cccc(C)c3C)CC2)n2cnnc2n1,8.5%[76.3 µM]
Cc1ccc(N2CCN(C(=O)CCS(=O)(=O)c3cc4c(cc3Cl)NC(=O)CO4)CC2)c(C)c1,-10.1%[76.3 µM]
Cc1ccc(NC(=O)CN2CCc3cc4c(cc3C2)OCCCO4)cc1,-6.1%[76.3 µM]
O=C(N/N=C/c1ccc(OC(=O)c2ccccc2Cl)cc1)c1ccc(O)cc1,-14.8%[76.3 µM]
Cc1ccsc1/C=N/NC(=O)c1nnn(-c2nonc2N)c1-c1ccccc1,-3.4%
O=C(NCc1cccnc1)c1cc(S(=O)(=O)N2CCCC2)c(Cl)cc1Cl,-4.5%[76.3 µM]
Cc1cc(/C=C(\C#N)C(=O)Nc2ccccc2)c(C)n1-c1ccc(F)cc1,-9.5%[76.3 µM]
O=[N+]([O-])c1cc(C(F)(F)F)ccc1NCCc1ccncc1,-27.2%
O=C(O)CCc1ccc(-c2ccccc2)n1-c1ccc(C(=O)O)cc1,1.2%
COc1ccc(Cn2c(CCC(=O)Nc3cc(C)cc(C)c3)nc3cccnc32)cc1,5.7%[76.3 µM]
Cc1cc(C)nc(SCC(=O)c2ccc(O)c(O)c2)n1,-8.1%
CCCCn1cc2c(c1-c1ccc(Br)cc1)c(=O)n(C)c(=O)n2C,-8.8%[76.3 µM]
CCN(CC)C(=O)Cn1cc(SCC(=O)Nc2ccccc2F)c2ccccc21,-9.1%[76.3 µM]
C=CCOn1c(-n2nc(C)cc2C)nc2ccccc2c1=O,-3.9%
CCn1c(CNC(=O)C23CC4CC(CC(C4)C2)C3)nnc1SCC(=O)Nc1ccc(C)cc1,15.6%[76.3 µM]
COc1ccc(N(Cc2cc3cccc(C)c3[nH]c2=O)S(=O)(=O)c2ccc(Cl)cc2)cc1,-6.8%[76.3 µM]
O=C(CCNC(=O)C1CCN(S(=O)(=O)c2ccc(F)cc2)CC1)Nc1ccccc1,-18.3%[76.3 µM]
FC(F)(F)c1cc(NC2CCCCC2)ccn1,3.2%
COc1ccc(NC(=O)NNC(=O)COc2ccc3cc(Br)ccc3c2)cc1OC,-2.8%[76.3 µM]
CCCCN(Cc1ccco1)C(=O)Cn1ncc2c([nH]c3ccccc32)c1=O,-6.4%[76.3 µM]
CCC(C(=O)Nc1ccc(F)cc1F)n1nc(-c2ccccc2)c2c(c1=O)CCCC2 (stereo not drawn),11.9%[76.3 µM]
N#C/C(=C\c1ccccc1)C(=O)Nc1sc2c(c1C(N)=O)CCC2,-15.2%[76.3 µM]
Cc1ccc(C)c(Oc2nc3c(c(=O)n(C)c(=O)n3C)n2Cc2ccccc2)c1,-10.7%[76.3 µM]
CCC(=O)Oc1c(Sc2ccc(Cl)cc2)c(C)nn1-c1ccccc1,-19.0%[76.3 µM]
CN(C)CCN(Cc1ccccc1)S(=O)(=O)c1ccc(-c2ccc(=O)[nH]n2)s1,4.7%[76.3 µM]
COc1cc(Cl)c(C)cc1Nc1nc2ccccc2n2cnnc12,-1.8%[76.3 µM]
CC(C)Sc1nnc(-c2ccc(S(=O)(=O)N3CCOCC3)cc2)n1C,0.9%[76.3 µM]
CN1CCCN(S(=O)(=O)c2ccccc2)CC1,5.1%
CCCCN1/C(=C/c2cccc[n+]2C)Sc2cc(NC(C)=O)ccc21,6.4%
CC1C(=O)Nc2ccc(S(=O)(=O)NCCc3ccc(Cl)cc3)cc2NC1=O (stereo not drawn),-9.1%[76.3 µM]
CCCN(C(=O)Cc1nc(-c2ccc(OC)cc2)no1)c1ccccc1C,10.6%[76.3 µM]
CCC1CN(C(=O)N2CCC(C(=O)NCCc3ccccc3Cl)CC2)c2cc(C)ccc2O1 (stereo not drawn),-15.0%[76.3 µM]
COc1ccc(C2CC(=O)Nc3c2c(=O)[nH]c2nc4ccccc4n32)cc1 (stereo not drawn),?
COc1cccc(N2C(=O)CC(N3CCN(c4ccc([N+](=O)[O-])cc4)CC3)C2=O)c1 (stereo not drawn),1.1%[76.3 µM]
Cc1cc(-c2ccc(S(=O)(=O)N3CCN(c4ccccc4F)CC3)s2)on1,-14.4%[76.3 µM]
Cc1ccc(-c2nc(-c3cc4cccc(OCc5cccc(C)c5)c4oc3=O)no2)cc1,6.5%[76.3 µM]
COc1ccccc1P(=O)(Cc1ccccc1)c1ccccc1 (stereo not drawn),2.0%
Cc1cccc(NC(=O)CC(=O)Nc2cccc(C)c2)c1,-4.4%
COc1ccc(NC(=O)c2cccc3c(=O)c4c([nH]c23)CCCC4)cc1,16.7%[76.3 µM]
CC(C)(C)n1cnc2cc(NCc3ccccc3Cl)ccc21,-13.0%[76.3 µM]
CCOC(=O)C1CCN(C(=O)c2cc(COc3ccc(F)cc3F)on2)CC1,3.5%[76.3 µM]
CC(=O)c1ccc(N(C(=O)CNC(=O)c2ccco2)C(C(=O)NC2CCCC2)c2ccc(C)o2)cc1 (stereo not drawn),-7.8%
CN(C)CCC(=O)N1c2ccccc2Sc2ccc(C(F)(F)F)cc21,2.1%[76.3 µM]

# 5 records drawn at random from the list so far:
SMILES,GAA glycogen
CN(C)CCC(=O)N1c2ccccc2Sc2ccc(C(F)(F)F)cc21,2.1%[76.3 µM]
CC(=O)c1ccc(N(C(=O)CNC(=O)c2ccco2)C(C(=O)NC2CCCC2)c2ccc(C)o2)cc1 (stereo not drawn),-7.8%
CCOC(=O)C1CCN(C(=O)c2cc(COc3ccc(F)cc3F)on2)CC1,3.5%[76.3 µM]
COc1ccccc1P(=O)(Cc1ccccc1)c1ccccc1 (stereo not drawn),2.0%
Cc1ccc(-c2nc(-c3cc4cccc(OCc5cccc(C)c5)c4oc3=O)no2)cc1,6.5%[76.3 µM]

# Following part.
SMILES,GAA glycogen
CCn1c(CNC(=O)c2ccccc2OC)nnc1SCC(=O)c1ccc(F)cc1,-7.0%[76.3 µM]
COc1ccc(COC(=O)C2=C(C)NC(=O)NC2c2ccccc2)cc1 (stereo not drawn),1.9%[76.3 µM]
O=C(NC1CCCCC1)C(c1cccnc1)N(C(=O)c1csnn1)c1ccccc1F (stereo not drawn),-3.9%[76.3 µM]
O=[N+]([O-])c1cccc(CN2CCN(Cc3ccco3)CC2)c1,2.8%
Cc1ccc(CN2COc3ccc4c(-c5ccccc5)cc(=O)oc4c3C2)cc1,12.0%[76.3 µM]
O=C(Cc1cc(=O)oc2cc(O)ccc12)N[C@@H](Cc1c[nH]c2ccccc12)C(=O)O,-4.2%
CCOc1ccccc1N1CCN(C(=O)c2ccc3[nH]c(C)c(C)c3c2)CC1,-16.5%[76.3 µM]
C=CCn1c(CNC(=O)c2ccco2)nnc1SCC(=O)c1ccc(F)cc1,1.6%
Cc1ccc2c(c1)N(CC(=O)NC1CCCC(C)C1C)C(=O)c1cccnc1O2 (stereo not drawn),4.0%[76.3 µM]
COc1ccc(CCN(C)C2CCCN(S(=O)(=O)c3ccccc3F)C2)cc1OC (stereo not drawn),-0.9%[76.3 µM]
COc1ccccc1C(C#N)c1cccc(Cl)n1 (stereo not drawn),-0.6%
CCN1CCN(c2ncnc3sc(C)c(-c4ccccc4)c23)CC1,-6.7%

# A draw from above in order of molecular weight, low to high.
SMILES,GAA glycogen
CCOc1ccccc1N1CCN(C(=O)c2ccc3[nH]c(C)c(C)c3c2)CC1,-16.5%[76.3 µM]
Cc1ccc2c(c1)N(CC(=O)NC1CCCC(C)C1C)C(=O)c1cccnc1O2 (stereo not drawn),4.0%[76.3 µM]
C=CCn1c(CNC(=O)c2ccco2)nnc1SCC(=O)c1ccc(F)cc1,1.6%
O=C(Cc1cc(=O)oc2cc(O)ccc12)N[C@@H](Cc1c[nH]c2ccccc12)C(=O)O,-4.2%
O=C(NC1CCCCC1)C(c1cccnc1)N(C(=O)c1csnn1)c1ccccc1F (stereo not drawn),-3.9%[76.3 µM]

# Other entries
SMILES,GAA glycogen
O=C(NCc1cccc(C(F)(F)F)c1)c1ccc(=O)[nH]c1,1.8%
CCc1ccc(OCC(=O)N(Cc2ccc(Cl)cc2)C2CCS(=O)(=O)C2)cc1 (stereo not drawn),-8.7%[76.3 µM]
COc1ccc2c(c1)N(C)/C(=C/c1cccc[n+]1C)S2,-1.1%
Cn1c(=O)c2c(-c3ccccc3)n3c(c2n(C)c1=O)C(c1ccco1)Nc1ccccc1-3 (stereo not drawn),7.0%[76.3 µM]
Cc1nn(S(=O)(=O)c2ccccc2)c(C)c1S(=O)(=O)N1CCOCC1,-1.3%[76.3 µM]
CCc1ccccc1NS(=O)(=O)Cc1ccccc1,10.9%[76.3 µM]
COC(=O)c1ccc(C)c(-n2c(=O)n(Cc3ccccc3)c(=O)c3[nH]cnc32)c1,-2.2%
O=C(COC(=O)c1cccc(NC(=O)c2ccc(Br)cc2)c1)c1ccc(Cl)cc1,-15.3%[76.3 µM]
CC(C)(C)C(=O)NC(=S)Nc1ccc(Cc2ccncc2)cc1,-10.7%[76.3 µM]
Cn1cc(CCCC(=O)NCc2cccc(Br)c2)c2ccccc21,12.6%[76.3 µM]
COc1cc(C2N(Cc3ccccc3)CCN2Cc2ccccc2)ccc1OC(C)=O,-3.4%[76.3 µM]
CC(C)CNC(=O)c1ccc2c(c1)C(=O)N(C1CCCCC1)C2=O,-4.2%[76.3 µM]
COC(=O)c1c(NC(C)=O)sc2c1CCN(Cc1ccccc1)C2,-15.9%[76.3 µM]
CCC(C)C(NC(=O)CCC(=O)OCC(=O)[C@@]1(O)CCC2[C@@H]3CCC4=CC(=O)C=C[C@]4(C)C3[C@@H](O)C[C@@]21C)C(=O)O (stereo partly drawn),0.8%
O=C1CSC(=S)N1/N=C/c1cc(Br)c(O)c(Br)c1,?
Cc1ccc(Cl)cc1NC(=O)Nc1c(C)n(C)n(-c2ccccc2)c1=O,2.0%&2.7%[76.3 µM]
CC(C)c1nnc2n1N=C(c1ccc(Cl)cc1)CS2,-0.5%[76.3 µM]
O=C(NCC(c1cccnc1)N1CCc2ccccc2C1)C(=O)Nc1cccc(Cl)c1 (stereo not drawn),?
CCCCCOC(=O)c1ccc(Nc2nc(C(=O)OCC)nc3ccccc23)cc1,10.9%[76.3 µM]
Cc1ccc(CNC(=O)C2CCN(C(=O)c3cccc(Cl)c3)CC2)cc1,1.5%[76.3 µM]
CCC(NC(=S)NCc1ccc(F)cc1)c1ccc(C)cc1 (stereo not drawn),-14.4%[76.3 µM]
Cc1nonc1C(=O)N1CCCC(N2CCN(c3ccc(F)cc3)CC2)C1 (stereo not drawn),-6.6%[76.3 µM]
NC(=O)c1c(NC(=O)c2ccc(F)cc2Cl)sc2c1CCC2,1.5%[76.3 µM]
Cc1ccnc(NC(=O)CCC(=O)N(CC(=O)NCCc2ccccc2)c2ccc(F)cc2)c1,11.1%
CCCOc1ccc(CNC(=O)c2oc3ccc4c(c3c2C)C(=O)CC(C)(CC)O4)cc1 (stereo not drawn),5.3%[76.3 µM]
CC(C)(C)C(=O)C1=C(O)C(=O)N(c2ccccc2)C1c1ccccc1 (stereo not drawn),0.0%[76.3 µM]
CCC(NC(=O)c1cc(COc2ccc(F)cc2Cl)on1)c1ccncc1 (stereo not drawn),-2.1%[76.3 µM]
COc1ccc2c(c1)CCc1c(C(=O)Nc3ccc(OC)cc3OC)noc1-2,-3.3%[76.3 µM]
CCCCn1c(SCC(=O)NC2CC2)nnc1-c1ccncc1,-5.1%
COc1ccc(Br)cc1[C@@H]1Nc2ccc(C(=O)O)cc2[C@@H]2C=CC[C@@H]21,14.4%[76.3 µM]
COc1cccc(CN(C)C(=O)COc2ccc(C(=O)c3ccc(Cl)cc3)cc2)c1OC,-7.8%
COc1cc(/C=N/NC(=O)c2cc(O)cc(O)c2)ccc1OC(=O)c1ccccc1,-11.8%[76.3 µM]
O=C(CN1C(=O)S/C(=C\c2cccc(Cl)c2)C1=O)NCCCn1ccnc1,3.6%[76.3 µM]
O=C(Nc1ccc(Br)cc1)C1Cc2ccccc2O/C1=N\O (stereo not drawn),2.6%
COc1ccc(NC(=O)c2ccc(CN3CCc4ccccc4C3)cc2)cc1OC,-1.4%[76.3 µM]
COc1ccc(-c2noc(CCCC(=O)NC3CCCCC3)n2)cc1,-3.6%
O=C1C2CCCCN2C(=O)N1CCCCN1CCN(c2ccccc2Oc2ccccc2)CC1 (stereo not drawn),-1.5%[76.3 µM]

# Some of the compounds tested; count on the stated rates, not on these rows.
